Lipid storage S3: qHTS Assay for Lipid Storage Modulators in Drosophila S3 Cells. Drosophila S3 cells, BODIPY lipid droplet fluorescence, 18-24 h; cells fed with added oleic acid. Potency in µM for hits, for the others lipid storage change, negative = inhibition, % at the top dose, mostly 46.1 µM. 320,000 compounds, 0.64% hits; active = well fitted inhibition curve with a large enough effect in the signal ratio, with a control signal flat, not every such curve was filed as active; inconclusive = small, poorly fitted or top-dose-only effect, or effect the other way, or a change in a side signal; the % refers to the signal ratio
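Drosophila S3 cells got compounds at several concentrations plus oleic acid (400 uM solution). Laser-scanning cytometry with 488 nm excitation read lipid droplets at 500-530 nm and cells at 575-640 nm. Percent activity was relative to 20 uM Triacsin C.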
Lipid storage S3 cell count max: second read-out of Lipid storage S3, no call of its own (marks repeat the call); cell number change, %; measured here: cell count max response;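 cells counted by Cell Tracker Red CMTPX staining in the red channel; peak over a dose series mostly up to 46.1 µM; percent activity relative to internal control wells on each plate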
Starred values were filed as active, the others as inactive; i = inactive; ? = inconclusive; / = no result given; & = joins results of further samples; [ ] = remark or other dose. % is set by controls: 0 for no effect and ±100 for the full control effect; potency is the fitted concentration of half-maximal effect. A portion of the library; rates above refer to the full screens.

Results follow in this order: Lipid storage S3	Lipid storage S3 cell count max
Cc1c(/C=N/N=C2\CCC3C4CCc5cc(O)ccc5C4CCC23C)cnn1C (stereo not given)
  i	13
Cc1ccc(-c2ccnc3[nH]n(-c4ccccc4)c(=O)c23)cc1
  ?	/
CCOc1ccc(C2=NNC(c3cccs3)=Nc3ccc(OC)cc32)cc1OCC
  ?	/
Cc1cc(N2CCOCC2)n2nc(-c3cccc(F)c3)cc2n1
  7%	-3
Cc1ccccc1CN(C)CC(=O)Nc1ccccc1-c1ccccc1
  -7%	-9
O=C(CCC1COc2ccccc2O1)Nc1ncccc1O (stereo not given)
  ?	/
Cc1[nH]c(=O)[nH]c(=O)c1/C=N/NC(=O)[C@@H](NC(=O)OC(C)(C)C)C(C)C
  ?	/
N#CCN1C(=O)C(=O)N(Cc2cccc(C(F)(F)F)c2)C1=O
  ?	/
CCOc1ccc(N(Cc2cc3cc(C)ccc3[nH]c2=O)S(=O)(=O)c2ccccc2)cc1
  19%	/
CN(CC(=O)Nc1ccc(F)cc1)C(=O)c1ccc(OCc2ccccc2)cc1
  ?	/
COc1ccc(-n2c(SCC(=O)Nc3ccc(C(N)=O)cc3)nc3ccccc3c2=O)cc1OC
  -14%	24
Cc1c(Cl)cccc1NC(=S)NC1CC1
  ?	/
COc1cccc(C(=O)NNC2=C(C(=O)C(F)(F)F)CCC2)c1
  3%	8
CCOC(=O)C(C)n1cnc2sc(C)c(C)c2c1=O (stereo not given)
  6%	-1
COc1cccc(NC(=O)c2ccccc2F)c1
  ?	/
O=C(NNC(=O)C1CC=CCC1C(=O)O)c1cccs1 (stereo not given)
  14%	20
O=C(CCS(=O)(=O)c1ccc(Cl)cc1)N1CCN(c2ccc(F)cc2)CC1
  ?	/
CCOC(=O)c1c(C)nc2c(c1-c1ccc(OC)cc1)C(=O)CC(C)(C)C2
  ?	/
Cc1ccc(Cl)c(OCC(=O)OC(C)C(=O)NC2CC2)c1 (stereo not given)
  -13%[0.0737 µM]	3
Cc1c(S(=O)(=O)c2ccccn2)c(N)n(Cc2ccccc2Cl)c1C
  ?	/
CC(C)(C)c1ccc(OCCN2CCCC2)cc1
  ?	/
CN(C(=O)CSc1nc2[nH]ncc2c(=O)[nH]1)c1ccccc1
  10%	6
CCOC(=O)C1CCN(S(=O)(=O)c2ccc3c(c2)N(C(C)=O)CC(C)S3)CC1 (stereo not given)
  ?	/
COCCn1c(C)nnc1SCC(=O)Nc1ccccc1[N+](=O)[O-]
  ?	/
COc1ccc(-n2cc(CNCCc3nc(C)cc(C)n3)c(-c3ccccc3Cl)n2)cc1
  i	-17
Cc1ccc(NC(=O)CN(C)C(=O)CSc2nnnn2C)cc1
  0%	15
Cn1nccc1C(=O)Nc1ccc2c(c1)OCO2
  ?	/
O=C(Nc1ccccc1)C(=O)Nc1ccc2c(c1)N(C(=O)C1CC1)CCC2
  ?	/
Cc1ccc(C(=O)O)cc1NC(=S)NC(=O)c1ccc([N+](=O)[O-])cc1Cl
  ?	/
Cc1ccc(C2CC(c3ccccc3C)n3nc(N)nc3N2)cc1 (stereo not given)
  11%	-6

Overlap with the part before: 4 compounds, then new ones.
Results follow in this order: Lipid storage S3	Lipid storage S3 cell count max
Cn1nccc1C(=O)Nc1ccc2c(c1)OCO2
  ?	/
O=C(Nc1ccccc1)C(=O)Nc1ccc2c(c1)N(C(=O)C1CC1)CCC2
  ?	/
Cc1ccc(C(=O)O)cc1NC(=S)NC(=O)c1ccc([N+](=O)[O-])cc1Cl
  ?	/
Cc1ccc(C2CC(c3ccccc3C)n3nc(N)nc3N2)cc1 (stereo not given)
  11%	-6
O=C(NCc1ccccc1)c1ccc(CS(=O)Cc2ccc(Cl)cc2)o1 (stereo not given)
  i	17
COc1ccc(S(=O)(=O)N2CCOCC2)cc1NC(=O)CN1CCCC1
  -17%	-4
CN(C)CCCNc1oc(-c2cccc(Cl)c2)nc1C#N
  23µM*	6.0*
O=C(NC1CCCc2ccccc21)c1ccc2c(c1)OCO2 (stereo not given)
  i	/
Cc1cccc(C(=O)NNC(=O)c2ccco2)c1
  ?	/
Cc1noc(C)c1CN(C(=S)NC(C)C)c1ccccc1
  -17%	-14
N#CCNC(=O)c1cccn1-c1ncc(C(F)(F)F)cc1Cl
  ?	/
O=C(c1ccccc1F)c1cc2c(cc1[N+](=O)[O-])OCCO2
  ?	/
Cc1nn(-c2ccccc2)c(N2CCCC2)c1/C=N/NC(=S)Nc1ccccc1F
  ?	/
Cc1ccc(/C=N/n2c(-c3cccs3)n[nH]c2=S)cc1
  ?	/
CCCS(=O)(=O)N1CCC(C(=O)NCCN(CC)c2ccccc2)CC1
  ?	/
COc1ccc([C@H]2[C@H](C(=O)OC(C)(C)C)N3N=Cc4ccccc4C3C23C(=O)c2ccccc2C3=O)c(OC)c1 (stereo not given in full)
  ?	/
N#Cc1c2ncn(CC(=O)c3ccc(Br)cc3)c(=O)c2c2n1CCC2
  14%	-10
COc1ccccc1N1CCN(C(=O)COc2ccc(S(=O)(=O)NC(C)(C)C)cc2)CC1
  -13%	-7
CC(=O)NC(Cc1ccc(C(C)C)cc1)C(=O)NC1CCN(C(=O)c2cccc(C)c2)CC1 (stereo not given)
  16%	3
COc1ccc(CNC(=O)COC(=O)CNC(=O)c2sc3ccccc3c2Cl)cc1OC
  ?	/
COc1ccc(C(=O)N2CCN(Cc3ccc(OC)c(OC)c3)CC2)cc1
  -4%	22
O=C(NCc1nc2ncc(Br)cc2[nH]1)c1ccccc1
  19%	-5
CCCn1c(SCC(=O)NC2CCCc3ccccc32)n[nH]c1=O (stereo not given)
  ?	/
CCOc1ccc(CCNC(=O)COC(=O)CNS(=O)(=O)c2ccc(C)cc2)cc1OCC
  -7%	-15
N#CC(C#N)=C1NC2(CCCC2)Cc2ccccc21
  ?	/
CN1C(=O)[C@@H]2[C@H](C1=O)[C@@H]1C(=O)Nc3ccccc3C(=O)N1[C@@H]2c1ccc(F)cc1
  24%	23
C=CCn1c(SCC(=O)N2CCN(CCO)CC2)nc2sc3c(c2c1=O)CCC3
  ?	/
CC1(C)C(=O)Nc2ccccc2N1C(=O)CSc1nnc2ccccn12
  ?	/
Cc1nnc(SCC(=O)N2CCOCC2)s1
  -10%	-7
CCNCc1cc(Cl)c(OCc2ccccc2)c(OCC)c1
  1%	-12
Fc1ccc(CNc2nc(-c3ccccc3)nc3ccccc23)cc1
  ?	/
Cn1c(=O)n(C)c2cc(S(=O)(=O)NCc3ccccc3)ccc21
  ?	/
O=C(COC(=O)/C=C/c1cccs1)Nc1ccccc1Cl
  -3%	12
Cn1c(NC(=O)Cc2cccc3ccccc23)cc(=O)n(C)c1=O
  2%	/
Cc1cc(C)nc(N2C(=O)CC(Cc3ccc(Cl)cc3)C2=O)n1 (stereo not given)
  14%	9
O=C(CCc1nc2ccccc2[nH]1)NCc1ccc2c(c1)OCO2
  ?	/
CCOc1cccc2sc(N(CCCN(C)C)C(=O)c3ccc(S(=O)(=O)N4CCCCCC4)cc3)nc12
  ?	/
N#CC1(c2ccc(NC(=O)c3ccccc3F)cc2)CCCC1
  -14%	-8
Cc1c(C)n(CCC(=O)O)c2ccccc12
  ?	/
CCc1nnc(NC(=O)/C=C/c2ccco2)s1
  -2%	-5
CN(C(=O)CC1C(=O)NCCN1C/C=C/c1ccccc1)C1CCOCC1 (stereo not given)
  -18%	-12
CCOC(=O)C1=C(Nc2ccc(C)cc2)CC(C)(O)C(C(=O)OCC)C1c1ccccc1 (stereo not given)
  ?	/
CC(=O)O[C@]1(C(C)=O)CC[C@H]2[C@@H]3C=C(C)C4=CC(=O)CC[C@]4(C)[C@H]3CC[C@@]21C
  0%&-1%	4&-13
COc1ccccc1N1CCN(C(=O)c2ccc(N(C)S(=O)(=O)c3ccccc3)cc2)CC1
  ?	/
COc1ccc([N+](=O)[O-])cc1NC(=O)C1(c2ccccc2)CCOCC1
  -1%	-6
COc1ccc(-n2ncc3c(NCC(C)C)ncnc32)cc1
  -3%	-19
COc1ccc(S(=O)(=O)NCCC(=O)NC2CCCCCCC2)cc1
  -12%	1
C/C(=N\Nc1ccc(Cl)c(C(=O)O)c1)c1ccc2c(c1)OCO2
  ?	/
O=C(Nc1nsc(-c2ccccc2)n1)c1ccncc1
  9%	-14
CC(=O)c1oc2ccccc2c1NC(=O)CN1CCCCC1
  -1%	-12
Cc1cc(OCC#N)nc(N)n1
  -1%	-1
Cc1ccc(S(=O)(=O)NNC(=O)C2CCN(Cc3ccccc3)CC2)cc1
  4%	0
CC(=O)Nc1ccc(S(=O)(=O)NC(CC(=O)O)c2ccc(OC(C)C)cc2)cc1 (stereo not given)
  -4%	1
COCCN(CCOC)S(=O)(=O)c1ccc(C(=O)Nc2nnc(COC)o2)cc1
  ?	/
Cn1nc(OCC(N)=O)ccc1=O
  -4%	25
CC(=O)Nc1ccc(S(=O)(=O)N2c3ccccc3NC(=O)CC2C)c(Cl)c1 (stereo not given)
  ?	/
O=C(Cn1nnc(-c2ccc(Cl)cc2)n1)NC1CCS(=O)(=O)C1 (stereo not given)
  ?	/
COC(=O)C1=C(C)OC(N)=C(C#N)C1c1ccco1 (stereo not given)
  10%	12
O=C1C2C3C=CC(C3)C2C(=O)N1CCCCN1C(=O)C2C3C=CC(C3)C2C1=O (stereo not given)
  22%	-5
O=C(CNS(=O)(=O)c1ccccc1)NCC(=O)OCc1ccccc1F
  -4%	/
Cc1ccc(SCC(=O)c2ccc(CC(=O)O)s2)cc1
  -1%	5
CCCNC(=S)N(Cc1ccccc1)Cc1nc2ccccc2c(=O)[nH]1
  ?	/
COC(=O)c1c(NC(=O)CSc2nnc(CNc3ccc(Cl)cc3)o2)sc(C)c1C
  ?	/
CCOC(=O)c1cc2c(=O)n3cccc(C)c3nc2n(CC(C)C)c1=NC(=O)c1ccco1
  ?	/

One compound at a time (already shown). Order of screens: Lipid storage S3, Lipid storage S3 cell count max
CN(C(=O)CC1C(=O)NCCN1C/C=C/c1ccccc1)C1CCOCC1 (stereo not given) is listed with -18%, -12
COC(=O)c1c(NC(=O)CSc2nnc(CNc3ccc(Cl)cc3)o2)sc(C)c1C is listed with ?, /

New compounds follow.
Results follow in this order: Lipid storage S3	Lipid storage S3 cell count max
Cc1ccc(NC(=O)COC(=O)Cc2c[nH]c3ccccc23)cc1C
  ?	/
COc1ccc(S(=O)(=O)N2CC(O)C[C@H]2C(=O)OCC(=O)N2CCCCCC2)cc1 (stereo not given in full)
  ?	/
Cc1ccc(S(=O)(=O)N2CCOCC2)cc1NC(=O)COC(=O)c1n[nH]c(=O)c2ccccc12
  ?	/
CSc1ncccc1C(=O)Nc1nc(C(C)(C)C)cs1
  i	-21
N#Cc1cccc(NC(=O)Cn2cnc(S(=O)(=O)N3CCCC3)c2)c1
  -8%	-2
Cc1cc(NC(=O)c2cc3cccc([N+](=O)[O-])c3[nH]2)ccc1F
  ?	/
COc1ccc(CN2CCN(C(=O)CC(C)C)CC2)cc1Br
  ?	/
COc1ccccc1N1CCN(CC(O)c2ccccc2)CC1 (stereo not given)
  i	1
CCCNC(=O)C1CC(c2cccc(F)c2)=NO1 (stereo not given)
  ?	/
COc1cc(C(=O)NCC(=O)NCC(c2ccco2)N2CCCCC2)cc(OC)c1OC (stereo not given)
  -5%	5
OC(COc1ccc2ccccc2c1Br)Cn1cnc(-c2ccccc2)c1 (stereo not given)
  ?	/
N#CCCn1c(SCC(=O)NCCc2ccc(F)cc2)nc2ccccc21
  ?	/
CCOC(=O)C(C)Sc1nc2c(c(=O)[nH]c(=O)n2C)n1Cc1ccc(Cl)cc1 (stereo not given)
  ?	/
Cc1cccc(C(=O)OCC(=O)Nc2nnc(-c3ccccc3)o2)c1O
  ?	/
COc1ccc(NC(=O)Nc2ccc([N+](=O)[O-])cc2)cn1
  ?	/
NC(=S)N1CCCc2ccccc21
  3%	14
CCN(CC)S(=O)(=O)c1cc(C(=O)OCC(=O)NC(=O)c2cccn2C)ccc1C
  ?	/
COc1ccc(C(=O)NCCCNC(=O)c2cnccn2)cc1
  ?	/
CC(=O)C1=C(C)OC2(O)c3ccccc3C(=O)C12O (stereo not given)
  ?	/
O=C(/C=C\c1cccs1)N1CCN(Cc2ccc3c(c2)OCO3)CC1
  ?	/
COc1ccccc1NC(=O)CSc1nnc(-c2ccncc2)n1CC1CCCO1 (stereo not given)
  ?	/
COC(=O)CC1COc2ccccc2N1S(=O)(=O)c1ccc(Br)cc1 (stereo not given)
  3%	22
CCCCc1cc(=O)oc2cc(C)cc(OCC(=O)N3CCC(C(N)=O)CC3)c12
  27%	-13
COc1ccccc1CNC(=O)C(=O)NCC1OCCN1S(=O)(=O)c1ccc(Br)cc1 (stereo not given)
  ?	/
Cc1ccc(NC(=O)CCn2c(=O)oc3ccccc32)c(C)c1
  7%	-5

Screening results: PubChem BioAssay, National Center for Advancing Translational Sciences (NCATS)
